MEKK3 PB1 HTS – modulators (inhibitors or enhancers) of MEK5 binding to human MEKK3 PB1 domain; Q99759; bead-based flow cytometry, Alexa488-MEK5 binding to MEKK3; actives lie on both sides; 0 = blocked by unlabeled MEK5, 100 = vehicle; binding response (% of control), % at 10 µM; 1.4% of 290,000 active; AID 1529;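 active = binding response more than 3 SD above or below the average of its plate-row segment, actives on both sides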;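 note: Alexa488 bead fluorescence after subtracting the streptavidin-only scavenger bead signal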
Target sequence (Q99759 whole entry, looked up, the tested form may be a part): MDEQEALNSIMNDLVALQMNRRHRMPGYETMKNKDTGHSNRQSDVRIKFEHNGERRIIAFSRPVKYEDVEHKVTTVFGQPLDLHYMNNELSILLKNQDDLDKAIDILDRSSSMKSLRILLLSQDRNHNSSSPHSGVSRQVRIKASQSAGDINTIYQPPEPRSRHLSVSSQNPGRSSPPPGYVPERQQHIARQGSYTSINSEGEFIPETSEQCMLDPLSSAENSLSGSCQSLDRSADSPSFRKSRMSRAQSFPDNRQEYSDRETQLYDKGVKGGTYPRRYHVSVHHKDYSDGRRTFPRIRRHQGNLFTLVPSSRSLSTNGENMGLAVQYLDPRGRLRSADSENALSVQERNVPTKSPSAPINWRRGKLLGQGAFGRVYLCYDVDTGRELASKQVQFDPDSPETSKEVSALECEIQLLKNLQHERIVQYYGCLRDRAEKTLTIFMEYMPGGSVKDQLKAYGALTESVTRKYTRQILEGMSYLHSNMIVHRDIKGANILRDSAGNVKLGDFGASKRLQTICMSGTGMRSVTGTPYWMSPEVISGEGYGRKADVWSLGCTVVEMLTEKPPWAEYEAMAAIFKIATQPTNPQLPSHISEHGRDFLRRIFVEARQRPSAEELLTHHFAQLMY
NALP1 inh – blocks the NALP1 inflammasome reconstituted in yeast. S. cerevisiae NALP1/ASC/caspase-1 growth, X-gal OD620, 72 h. 0.61% of 280,000 active. AID 2071. inhibition, % at 10 µM; in the data active = inhibition mostly above about 24%, no sharp cut-off; inactive = mostly below about 32%; note: some compounds called inactive have numbers as strong as hits
IDE act – IDE (human) activation, cell-based. HEK cells, FAbeta-B cleavage, fluorescence polarization; 0% vehicle, 100% cell-free pure enzyme wells. P14735. activation, % at 5.96 µM. 0.073% of 340,000 active;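 active = activation above the mean of all tested compounds plus 3 SD, set per screening campaign, cut at about 17% in these data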
M18AAP inhibitor – PfM18AAP enzyme inhibition | inhibition, % at 7.35 µM | 1.2% of 290,000 active | recombinant PfM18AAP, H-Glu-NHMec fluorogenic cleavage;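 active = inhibition above the campaign mean inhibition over all tested compounds plus 3 SD, cut at about 28% in these data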;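 note: 0% = plate median of test compound wells and 100% = 2 mM ZnCl2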
MEKK2 WT-MEK5 – raises or lowers MEK5 binding to wildtype human MEKK2 PB1 domain; Q9Y2U5; bead flow cytometry, Alexa488-MEK5 binding to MEKK2 WT; actives lie on both sides; binding response (% of control), % at 10 µM; 1.1% of 290,000 active; AID 1531; in the data active = binding response below about 67% or above about 130%
pCIP destab – compounds decreasing mouse p/CIP protein stability | AID 1984 | F442A p/CIP-EGFP cells, EGFP fluorescence, 16 h | decrease of EGFP signal, % at 10 µM | 0.01% of 290,000 active | Q05BA5;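 active = EGFP signal decrease of at least 30% at 10 µM or well 3 SD below plate mean, unless failing retest; inactive = the rest, including hits failing retest or dose response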; note: some compounds called inactive have numbers as strong as hits; many of its hits are not listed in these tables
UBC9 SUMO inh – blocks human SUMOylation mediated by UBC9 | HTRF SUMOylation assay, SAE1/SAE2 + UBC9, in vitro | inhibition, % at 35 µM | 0.36% of 290,000 active | AID 2006; in the data active = inhibition above about 50%, passing the limit was not always enough; note: strong numbers were not always called active
Target sequence (P63279 whole entry, looked up): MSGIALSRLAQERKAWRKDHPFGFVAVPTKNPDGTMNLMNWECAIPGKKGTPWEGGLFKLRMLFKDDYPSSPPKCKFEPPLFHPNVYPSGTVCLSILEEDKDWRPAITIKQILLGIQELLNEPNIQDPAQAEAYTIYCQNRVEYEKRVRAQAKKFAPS
MEKK2mut PB1 HTS – signal of MEK5 binding to mutant human MEKK2 PB1 domain. bead flow cytometry, Alexa488-MEK5 binding to MEKK2 mutant. percent response, % at 10 µM. 0.35% of 290,000 active; in the data active = percent response above about 24%, passing the limit was not always enough; note: inactives centre near 1; some results filed as inactive read as strong as hits; reference of the scale not given here
IDE inh – inhibits human insulin-degrading enzyme in HEK cells. P14735. FAbetaB cleavage, fluorescence polarization. inhibition, % at 5.59 µM. 0.41% of 320,000 active;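 active = percent inhibition above the average of all tested compounds plus 3 SD, set per screening campaign, cut at about 16% in these data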;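 note: IDE supplied by intact live HEK cells; FP after avidin binding of uncleaved biotin substrate so inhibition keeps polarization high; 0% = DMSO wells and 100% = 60 µM reference IDE inhibitor Ii1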
* = called active by the depositor; / = no result given; & = joins results of further samples. A portion of the library, so the mix of outcomes need not match the whole.

MEKK3 PB1 HTS	NALP1 inh	IDE act	M18AAP inhibitor	MEKK2 WT-MEK5	pCIP destab	UBC9 SUMO inh	canonical_smiles	MEKK2mut PB1 HTS	IDE inh
107.0	32.3	0.9	26.6	103.0	1.6	-2.5	COc1ccc(Cn2nnnc2C(c2cccnc2)N2CCN(c3ccc(O)cc3)CC2)cc1 (stereo not drawn)	4.0	0.5
96.0	6.9	9.9	0.7	95.0	-5.7	28.4	COc1cc(OC)c(NC(=O)CN(C)S(=O)(=O)c2ccc(-c3ccc(=O)[nH]n3)s2)cc1Cl	-2.0	4.0
101.0	26.5	-7.1	-3.8	102.0	-4.6	0.9	CCc1nc2ccc(C(=O)N3CCN(c4ccc([N+](=O)[O-])cc4)CC3)cc2nc1CC	2.0	-2.9
95.0	-14.8	0.4	-2.9	93.0	-17.7	5.0	Cn1cccc1Cc1nnc(SCC(=O)NCc2ccccc2Cl)n1-c1ccc(F)cc1	-2.0	-1.0
90.0	5.3	4.5	2.5	96.0	-20.6	-31.9	COc1cc(OC)cc(C(=O)NC(=S)NCCc2ccccc2)c1	-2.0	-2.7
97.0	24.5	3.4	-10.0	95.0	2.9	-2.5	O=C(CN1CCc2ccccc21)NC(c1ccccc1)c1ccccc1	9.0	-4.6
91.0	6.9	0.5	14.3	95.0	0.3	-4.1	CCOc1ccc(Cc2n[nH]c(=S)n2N)cc1	-1.0	1.7
100.0	-10.6	0.8	11.4	95.0	-3.3	24.2	Nc1c(C(=O)NCc2ccccc2)sc2nc(N3CCOCC3)c3c(c12)CCCC3	-10.0	-1.6
106.0	-3.8	-2.5	4.2	107.0	-13.0	9.4	N#Cc1ccc(C(=O)Nc2ccc(S(=O)(=O)NC3=NCCCCC3)cc2)cc1	2.0	2.9
100.0	7.7	5.4	-9.0	95.0	0.3	-10.6	CCOC(=O)CN1C(=O)N[C@@H](c2ccccc2)C(C(C)=O)=C1C	3.0	3.6
100.0	-5.6	8.9	7.1	105.0	-11.0	13.4	O=C(N/N=C/c1ccccc1O)C1CCCC1	8.0	-2.5
101.0	12.3	-0.5	-9.8	96.0	-1.1	-19.1	COC(=O)Cn1c2[n+](c3ccccc31)CC(O)CS2 (stereo not drawn)	1.0	4.5
107.0	-11.3	4.0	6.2	95.0	6.8	8.5	COc1c2ccoc2nc2c(OC)c(O)ccc12	8.0	2.8
113.0	7.4	-2.0	3.9	111.0	-35.6	7.0	O=C(CN1C(=O)CCC1=O)Nc1nc(-c2ccc3ccccc3c2)cs1	2.0	2.3
113.0	-5.8	-0.9	/	111.0	13.3	-3.8	CC(=O)OCC(=O)[C@@]1(O)CC[C@H]2[C@@H]3CCC4=CC(=O)CC[C@]4(C)[C@H]3C(=O)C[C@@]21C	4.0	0.6
111.0	10.9	-2.1	-2.6	104.0	-2.3	12.5	CC(=O)c1cc(C#N)c(NCc2cc(-c3ccccc3)no2)nc1C	-1.0	6.0
99.0	11.4	1.6	-10.2	98.0	-6.9	22.0	CC(C)CC(OC(=O)c1ccco1)C(=O)NC1CCCCC1 (stereo not drawn)	-5.0	5.4
104.0	-0.2	-4.6	1.2	88.0	-0.7	-1.2	OCCCc1cn(-c2ccccc2)c2ccccc12	-12.0	-3.2
118.0	16.2	13.4	1.6	146.0*	-10.1	72.6	NCCSc1c(-c2ccccc2)[nH]c2ccccc12	25.0*	-0.5
102.0	31.3	2.5	1.1	113.0	3.8	3.2	CC(C)(C)c1ccc(C(=O)NC(=S)NCC2CCCO2)cc1 (stereo not drawn)	8.0	-2.3
87.0	10.1	3.0	-4.8	92.0	-0.1	-21.2	Cc1c(NC(=O)C2CC(c3c(F)cccc3Cl)=NO2)c(=O)n(-c2ccccc2)n1C (stereo not drawn)	-11.0	-2.1
/	1.4	7.4	3.2	/	-11.3	3.0	COC(=O)c1cc(OC)c(OC)cc1NC(=O)c1cc(-c2ccccc2)nc2ccccc12	/	0.1
63.0	17.4	4.2&4.4&-0.3	-7.5	81.0	-1.9	26.6	CN(C)CCC(c1ccccc1)c1ccccn1 (stereo not drawn)	2.0	-3.1&0.3
99.0	/	/	0.0	100.0	/	/	O=C1c2ccc(-c3nc4ccccc4o3)cc2C(=O)N1Cc1cccnc1	-1.0	-4.4
102.0	5.3	12.3	-11.5	104.0	4.6	-7.2	Cc1ccc(OC(=O)Cn2c(C(F)(F)F)nc3ccccc32)cc1	5.0	-4.3
106.0	3.6	8.5	-12.5	101.0	7.0	-4.4	CCOc1ccc(N2CC(O)Cn3c2nc2c3c(=O)n(CCCc3ccccc3)c(=O)n2C)cc1 (stereo not drawn)	6.0	1.2
101.0	-1.3	-1.7	1.2	99.0	-12.5	2.8	CC1Cc2ccccc2N1CC(=O)NC(=O)NC(C)(C)C (stereo not drawn)	-1.0	4.5
98.0	30.4	-5.5	-5.0	96.0	-1.3	-0.3	O=C(CNC(=O)c1ccc(S(=O)(=O)N2CCCC2)cc1)N/N=C/c1ccccc1	-2.0	3.8
108.0	26.3	-7.8	6.9	99.0	-9.4	26.6	Cc1ccc(N/N=C2\CS(=O)(=O)N(C)c3ccsc32)cc1	8.0	0.8
94.0	19.9	-3.7	-6.1	96.0	14.1	-16.5	CCOc1ccc(NC(=O)CC2C(=O)N(CC)C(=S)N2CCNC(C)=O)cc1 (stereo not drawn)	-3.0	7.9
101.0	8.4	-3.8	-8.6	105.0	-6.7	2.7	Cc1ccc(S(=O)(=O)N(CC(=O)NCc2ccncc2)Cc2ccc(F)cc2)cc1	0.0	0.8
100.0	24.7	-5.4	-9.0	100.0	-11.3	12.7	COCCCNc1nc2cc(OC)c(OC)cc2c2nc(-c3ccccc3)nn12	-1.0	-4.0
98.0	8.0	6.9	-0.4	96.0	3.6	10.8	O=C(Cn1nnc(-c2ccccc2)n1)NNC(=O)c1cccc([N+](=O)[O-])c1	-3.0	-2.7
108.0	34.7	0.7	-11.2	104.0	-9.0	21.0	O=C(CCCOc1ccc(Cl)cc1Cl)NNC(=O)c1ccc(NC(=O)c2ccccc2)cc1	1.0	-4.4
108.0	-1.5	5.2	-8.7	102.0	-7.4	-14.4	CC(C)(C)OC(=O)N1CCC[C@H]1c1nnc(SCc2ccc(Cl)cc2Cl)o1	3.0	4.7
108.0	22.9	-0.1	-0.7	100.0	-10.0	-6.9	O=C(CNC(=O)c1ccccc1F)N/N=C/c1cc(Br)ccc1OCc1ccccc1	0.0	8.3
100.0	25.6	1.2	2.5	97.0	2.4	-14.4	COc1ccc(NS(=O)(=O)/C=C/c2ccccc2)cc1	-1.0	6.7
99.0	4.1	-1.3	-0.1	99.0	0.6	-25.2	O=C(Oc1cccc2cccnc12)c1ccc(Br)o1	-6.0	-2.6
102.0	/	4.3	/	97.0	/	/	COc1cc(CNC(=O)c2ccc3c(c2)S(=O)(=O)c2ccccc2C3=O)cc(OC)c1	-1.0	0.2
101.0	3.3	3.2	0.7	104.0	-5.5	2.6	O=C(NC1CCCCCC1)c1cc(S(=O)(=O)N2CCOCC2)ccc1F	2.0	-1.2
110.0	1.0	/	3.4	106.0	-16.5	-19.1	Cc1cc(/C(N)=N/OC(=O)c2ccc(Cl)cc2)no1	-1.0	-0.5
105.0	-12.1	4.2	-7.0	108.0	1.0	-8.7	O=C1CCc2cc(S(=O)(=O)NC(Cc3ccccc3)C(=O)NC3CCCC3)ccc2N1 (stereo not drawn)	5.0	-1.3
97.0	8.9	6.6	-8.4	97.0	-6.3	21.1	CCn1c(C)c(C(C)=O)c(NCc2ccccc2)nc1=S	0.0	-2.6
89.0	9.3	-2.8	-0.4	92.0	2.0	49.9	CC(=O)Nc1ccc(S(=O)(=O)/N=C2\C(=O)c3ccccc3C([O-])=C2n2cc[n+](-c3ccccn3)c2)cc1	-9.0	6.1
97.0	25.5	3.6	5.3	95.0	4.4	17.1	CCC1=NN=C(c2ccc(F)cc2)C(c2c[nH]c3ccccc23)N1O (stereo not drawn)	2.0	1.1
97.0	-9.3	7.1	1.2	90.0	-7.9	10.5	COc1cc2c3c(c1)c(C1=NC(=S)NC1=O)c(O)n3C(C)(C)C=C2C	-3.0	3.2
100.0	31.9	3.6	-0.3	113.0	2.4	5.1	Cc1ccc(Cl)cc1N1CCN(C(=O)CCS(=O)(=O)c2cccc3nonc23)CC1	0.0	1.8
89.0	5.3	0.5	-18.6	93.0	-5.9	24.5	Cc1cc(C(=O)O)c(CSCc2cc(C(=O)O)oc2C)o1	-3.0	-0.3
103.0	3.3	3.9	2.3	104.0	6.4	-6.9	O=C1c2ccccc2C(=O)N1c1cccc(-c2nc3ccccc3o2)c1	3.0	2.6
102.0	3.3	-5.7	1.0	99.0	-6.5	4.0	CCOC(=O)c1c(C)n(C)c2ccc(OC(=O)c3ccco3)cc12	-7.0	-4.4

New compounds follow
MEKK3 PB1 HTS	NALP1 inh	IDE act	M18AAP inhibitor	MEKK2 WT-MEK5	pCIP destab	UBC9 SUMO inh	canonical_smiles	MEKK2mut PB1 HTS	IDE inh
108.0	/	-2.6	-5.8	98.0	5.4	-8.4	c1ccc(C(Cc2nc(-c3ccccn3)no2)c2ccccc2)cc1	4.0	0.6
88.0	15.2	7.0	6.1	89.0	14.3	-6.9	Cc1ccc(-n2nc3c(=O)n(CCCC(=O)NCCN4CCN(C)CC4)nc(C)c3c2C)cc1	-8.0	5.5
96.0	-13.4	-3.0	3.9	91.0	15.7	0.9	Cc1nc2ccccn2c1C(=O)NN=C1CCCC1	2.0	8.3
105.0	35.6	-0.2	-11.6	107.0	-7.2	6.5	COc1cc(C)nc(NCc2ccccc2)n1	2.0	-4.3
104.0	6.2	1.5	23.0	111.0	0.5	5.1	CCOc1ccc(C2/C(=C(\O)c3ccc(OC)c(OC)c3)C(=O)C(=O)N2c2cc(C)on2)cc1OC (stereo not drawn)	12.0	-0.4
107.0	23.0	-0.1	-10.4	107.0	-1.3	-12.4	CCN(CC)c1ccc(NC(=O)CN2CCN(S(=O)(=O)c3cc(Cl)ccc3OC)CC2)cc1	7.0	-1.8
106.0	-61.0	0.4	-7.3	102.0	-4.7	22.6	COc1ccc(CCCc2nnc(SCC(=O)NN)o2)c(C)c1	5.0	-1.8
100.0	19.9	3.3	1.1	98.0	-2.9	-1.2	CCC(=O)Nc1ccc(S(=O)(=O)Nc2c(NC)c3ccccc3oc2=O)cc1	1.0	-3.9
105.0	-3.2	2.9	-5.8	103.0	-1.1	4.4	O=C(CN1CCCCC1)Nc1cccc(Cl)c1	11.0	-1.4
123.0	-2.0	/	-15.5	114.0	4.5	-5.2	NC(=O)C1CCN(C(=O)c2ccc3c(=O)n(Cc4ccco4)c(SCC(=O)c4ccc(F)cc4)nc3c2)CC1	0.0	1.9
105.0	7.6	3.3	-0.1	94.0	7.4	5.1	Cc1cccc(C)c1OCC(=O)NC(Cc1c[nH]c2ccccc12)C(=O)O (stereo not drawn)	-2.0	-3.1
99.0	3.4	2.0	11.0	103.0	-3.9	19.4	CCOC(=O)/C(C#N)=C1/C=CN(c2ccc(C)cc2)C=N1	2.0	1.4

Compounds shown so far containing a nitro group on carbon, in the order listed:
MEKK3 PB1 HTS	NALP1 inh	IDE act	M18AAP inhibitor	MEKK2 WT-MEK5	pCIP destab	UBC9 SUMO inh	canonical_smiles	MEKK2mut PB1 HTS	IDE inh
101.0	26.5	-7.1	-3.8	102.0	-4.6	0.9	CCc1nc2ccc(C(=O)N3CCN(c4ccc([N+](=O)[O-])cc4)CC3)cc2nc1CC	2.0	-2.9
98.0	8.0	6.9	-0.4	96.0	3.6	10.8	O=C(Cn1nnc(-c2ccccc2)n1)NNC(=O)c1cccc([N+](=O)[O-])c1	-3.0	-2.7

Screening data (PubChem)
